Bioassay records as filed in PubChem BioAssay.
beta cell repl: MIN6 beta-cell proliferation induction | MIN6 cells proliferation, ATPlite luminescence, 48 h; cells starved in 0.2% serum; 100% = growth in 10% serum | proliferation, % at 10 µM | 0.29% of 330,000 active;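 active = compounds whose signal lies at least 3.5 SD above the mean of all wells on their plate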;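 also: 0% = DMSO-treated cells in low-serum medium and 100% = 10% serum control; some compounds called inactive have numbers as strong as hits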
NALP3 yeast inh: inhibitors of NALP3 inflammasome in yeast; inhibition, % at 10 µM; 0.39% of 330,000 active; Yeast reconstituted NLRP3/ASC/caspase-1, beta-gal luminescence, 24 h; AID 2825;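 active = inhibition of 50% or more; inactive = inhibition below 50%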;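 also: plate controls were induced DMSO wells for no effect and uninduced yeast grown without galactose for full effect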
mIAP inh: mouse IAP inhibition. 0.2% of 330,000 active. purified mouse IAP, CDP-Star luminescence, 30 min. inhibition, % at 10 µM;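 active = inhibition of at least 40% at 10 µM in the primary screen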;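 also: plate controls were DMSO with enzyme for no effect and no enzyme wells for full effect; values of inactives mirror those of a sister screen read the other way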
APOBEC3G inh: inhibitors of human APOBEC3G DNA deaminase; Q9HC16; recombinant A3G, ssDNA deamination FAM/TAMRA fluorescence; inhibition, % at 20 µM; 0.28% of 330,000 active;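 active = inhibition of at least 40% at 20 µM, with no more than 30% in the related APOBEC3A deaminase screen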;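 also: plate controls were DMSO wells with A3G for no effect and wells lacking A3G enzyme for full effect; some compounds called inactive have numbers as strong as hits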
A3A deaminase: blocks human APOBEC3A ssDNA deamination; recombinant A3A, FAM/TAMRA ssDNA deamination fluorescence; AID 493011; inhibition, % at 20 µM; 0.41% of 330,000 active; P31941;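 active = at least 40% inhibition at 20 µM here, with at most 30% in a related deaminase screen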;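 also: plate controls were A3A with DMSO for no effect and wells lacking A3A enzyme for full effect; some results filed as inactive read as strong as hits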
Target sequence (P31941 whole entry, looked up): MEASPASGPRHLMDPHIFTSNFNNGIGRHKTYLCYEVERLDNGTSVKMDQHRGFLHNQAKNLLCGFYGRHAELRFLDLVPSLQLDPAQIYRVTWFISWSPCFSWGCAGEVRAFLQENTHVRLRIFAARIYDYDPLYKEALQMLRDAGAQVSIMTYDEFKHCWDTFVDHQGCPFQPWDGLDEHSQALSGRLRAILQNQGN
hIAP block: blocks human intestinal alkaline phosphatase | P09923 | purified IAP, CDP-Star luminescence, 30 min | inhibition, % at 10 µM | 0.12% of 330,000 active;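 active = inhibition reaching a set limit with compound at 10 µM in the primary screen, cut at about 35% in these data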;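 also: plate controls were DMSO wells with enzyme for no effect and no-enzyme buffer wells for full effect; values of inactives mirror those of a sister screen read the other way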
Target sequence (P09923 whole entry, looked up): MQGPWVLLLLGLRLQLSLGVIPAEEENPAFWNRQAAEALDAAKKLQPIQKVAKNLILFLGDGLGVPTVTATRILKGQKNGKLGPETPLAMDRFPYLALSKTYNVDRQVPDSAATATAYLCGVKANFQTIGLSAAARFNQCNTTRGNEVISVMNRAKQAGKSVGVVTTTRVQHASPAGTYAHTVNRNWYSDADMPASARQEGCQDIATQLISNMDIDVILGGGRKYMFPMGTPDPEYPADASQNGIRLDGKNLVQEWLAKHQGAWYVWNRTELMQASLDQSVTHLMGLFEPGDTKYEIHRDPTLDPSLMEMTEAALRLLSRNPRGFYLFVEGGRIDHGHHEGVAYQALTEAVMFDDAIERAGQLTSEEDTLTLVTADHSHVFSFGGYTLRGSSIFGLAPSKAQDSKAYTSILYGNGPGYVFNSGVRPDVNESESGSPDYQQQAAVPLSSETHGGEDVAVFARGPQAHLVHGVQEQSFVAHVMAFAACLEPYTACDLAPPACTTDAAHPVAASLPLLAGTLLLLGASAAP
TIM10 inh: growth inhibitors of TIM10 yeast strain | S. cerevisiae TIM10 strain growth, BacTiter-Glo luminescence, 24 h | inhibition, % at 10 µM | 1.4% of 330,000 active | AID 463195;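 active = inhibition of 40% or more at the single tested concentration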;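 also: wild-type TIM10 isogenic control strain grown at permissive 25 °C; 0% = DMSO yeast wells and 100% = minimal medium wells without yeast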
mIAP act: mouse IAP activation; muIAP, CDP-Star luminescence, 30 min; active compounds read high; 1 = vehicle-only enzyme signal, 0 = enzyme-free wells; activation factor at 10 µM; 0.24% of 330,000 active; AID 2805;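 active = activation factor of at least 2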; also: the source names both 10 and 20 µM as test concentration; values of inactives mirror those of a sister screen read the other way
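Assay system: mouse IAP enzyme; reagent: chemiluminescent substrate CDP-Star; dosing: test compounds delivered from DMSO solution; schedule: 30 min at room temperature; measured by: luminescence from enzymatic CDP-Star hydrolysis; controls: DMSO-only wells and no-enzyme negative control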
tim10-1 inh: growth inhibitors of tim10-1 mutant yeast | S. cerevisiae tim10-1 ts strain growth, BacTiter-Glo, 24 h | inhibition, % at 20 µM | 2.2% of 330,000 active | AID 463190;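 active = inhibition of at least 40%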;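 also: mutant grown at 25 °C; 0% = DMSO wells with yeast and 100% = wells holding no yeast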
* marks the source's active call; other numbers are inactive results.

SMILES | beta cell repl | NALP3 yeast inh | mIAP inh | APOBEC3G inh | A3A deaminase | hIAP block | TIM10 inh | mIAP act | tim10-1 inh
O=C(CN1N=C(c2ccccc2)CCC1=O)NCCCN1CCc2ccccc2C1 | 0 | 4 | -1 | -1 | -1 | 9 | 4 | 1 | 2
COc1ccc(CNS(=O)(=O)c2cc(-c3cc(C)no3)ccc2OC)cc1OC | -2 | 2 | 3 | -1 | -2 | 26 | 10 | 0.97 | 18
CC(=O)N1CCN(c2ccc(NC(=O)c3ccco3)cc2Cl)CC1 | -2 | 22 | 2 | -9 | 0 | -9 | -4 | 0.98 | 0
Cc1cccc(NC(=O)C2COc3ccccc3O2)c1 (stereo not drawn) | -1 | 23 | 2 | -1 | 3 | -3 | 13 | 0.98 | 21
C#Cc1ccc([C@H]2C=C(C(=O)N3CCN(Cc4ccccc4)CC3)O[C@@H](OCC)[C@@H]2CCCO)cc1 | -3 | 6 | -1 | 6 | 0 | 20 | 11 | 1 | 18
CCOC(=O)N1CCN(c2nc(-c3ccccc3)c3ccccc3n2)CC1 | -3 | 23 | -24 | 1 | 0 | -15 | 23 | 1.2 | 17
O=C(O)Cn1cc(/C=C2/NC(=O)N(c3ccc(Cl)cc3)C2=O)c2ccccc21 | -4 | 1 | -6 | -11 | -3 | -3 | 3 | 1.1 | -8
CCC(C)NS(=O)(=O)c1ccc(OCC(=O)NCc2ccc(OC)cc2)cc1 (stereo not drawn) | 2 | 4 | -3 | -5 | 1 | 2 | 6 | 1 | -3
O=C(CCC(=O)Nc1cccnc1)Nc1cccnc1 | 1 | 20 | -2 | 0 | 5 | 2 | 6 | 1 | 8
COc1cccc(N2CCN(CC(=O)Nc3nc(C)c(C(=O)N(C)C)s3)CC2)c1 | 1 | 4 | -1 | -9 | -5 | -31 | -7 | 1 | 9
CCc1cccc(NC(=O)CN(c2ccc(OC)cc2)S(=O)(=O)c2c(C)n[nH]c2C)c1 | -1 | 11 | -16 | -1 | 0 | -18 | 13 | 1.2 | 26
CCOC(=O)c1ccc(NC(=O)c2ccc(NC(=O)C3CCCO3)cc2)cc1 (stereo not drawn) | -1 | 10 | -2 | -6 | -1 | 5 | -1 | 1 | 0
O=C(N/N=C/c1cc(Br)c(O)c(Br)c1O)c1cccnc1 | -2 | 20 | 18 | 11 | 19 | -52 | 7 | 0.82 | -5
COc1ccc(OC)c2c1cc(C(=O)N[C@@H](Cc1ccccc1)C(=O)O)n2C | -2 | 3 | 5 | -2 | 1 | 7 | 13 | 0.95 | 18
CC(C)[C@@H](C(=O)NC1CCN(Cc2ccccc2)CC1)N1C(=O)N2CCc3c([nH]c4ccccc34)[C@@]2(C)C1=O | -6 | 9 | -4 | -3 | -2 | 12 | -2 | 1 | 15
CCOc1ccc(NC(=O)CCNC(=O)Cn2cnc3ccccc3c2=O)cc1 | -3 | 12 | -2 | -9 | -5 | -10 | -17 | 1 | -14
CC(C)OC(=O)c1ccc(N2C(=O)C3CC=CCC3C2=O)cc1 (stereo not drawn) | -3 | 25 | 5 | -4 | -2 | 15 | 12 | 0.95 | 7
COc1ccc2c(ccn2S(=O)(=O)c2ccccc2)c1 | -2 | 8 | 2 | -2 | -3 | -1 | 11 | 0.98 | 26
CC1CC2(NC(=O)NC2=O)C(C)CN1C (stereo not drawn) | 3 | -7 | 3 | -7 | -15 | 1 | -13 | 0.97 | 4
O=[N+]([O-])c1ccc(N=Cc2c(O)ccc3ccccc23)cc1 | 0 | -2 | -10 | 19 | 3 | 6 | 36 | 1.1 | -2
Nc1sc(-c2ccccc2)c(Cc2ccccc2)c1C(=O)O | -4 | 0 | 11 | -4 | -2 | -12 | 20 | 0.89 | 53*
O=C1N=C(N2CCc3ccccc3C2)S/C1=C\c1ccc(O)cc1 | -5 | 16 | 3 | -9 | -4 | 7 | -1 | 0.97 | 14
Clc1ccc(CCNc2ncnc3nc[nH]c23)cc1 | 0 | 14 | -5 | 26 | 7 | -67 | 6 | 1 | 9
N#CCCN(C(=O)COc1ccc(Cl)cc1Cl)c1ccccc1 | 0 | -1 | -17 | -3 | -1 | -1 | -12 | 1.2 | -5
Cc1cc(C)c(NC(=O)CNC(=O)c2cc([N+](=O)[O-])ccc2N2CCOCC2)c(C)c1 | -1 | 29 | 7 | -11 | -1 | 10 | -5 | 0.93 | -9
CCn1nc(C(=O)NNC(=O)c2ccccc2)c2ccccc2c1=O | 0 | -2 | 14 | -11 | -5 | 0 | 9 | 0.86 | 12
O=C(c1cc(Br)c(Br)s1)N1CCc2ccccc2C1 | 2 | 7 | 4 | -2 | 0 | 8 | 27 | 0.96 | 2
C/C(=N\NC(=O)c1ccncc1)C12CC3CC(CC(C3)C1)C2 | 0 | 11 | -2 | -2 | 1 | -17 | -16 | 1 | 11
CC1=CC(C)(C)N2C(=O)C3(C(C#N)=C(N)OC4=C3C(=O)CC(C)(C)C4)c3c(C)c(C)cc1c32 (stereo not drawn) | -2 | 10 | 13 | 1 | 2 | 12 | 9 | 0.87 | 14
Cc1c(NC(=O)CSc2nc3ccccc3n2C)c(=O)n(-c2ccccc2)n1C | 3 | 2 | 8 | 1 | -2 | 14 | -2 | 0.92 | 2
CC(=O)Nc1cccc(NC(=O)Cc2nc(-c3ccccc3)sc2-c2ccc(C)cc2)c1 | -3 | 18 | 3 | -4 | 1 | 4 | 29 | 0.97 | 26
CN1CCN(c2ccccc2NC(=O)COc2ccc(Cl)cc2)CC1 | 1 | 16 | -6 | -9 | -1 | -25 | -16 | 1.1 | 1
CCCCCCSc1ccc([C@@H]2[C@H]3C(=O)N(C)C(=O)[C@H]3[C@]3(C(=O)OC)CCCCN23)cc1OC | -9 | 10 | 1 | -10 | -5 | 7 | -4 | 0.99 | 18
CCN1CCN(Cc2c(O)c(Cl)cc3c(C)cc(=O)oc23)CC1 | -2 | -7 | 1 | 2 | 6 | -1 | -5 | 0.99 | -4
O=C(CSc1ccccc1)N/N=C/c1ccccc1O | -4 | 25 | 15 | -6 | -2 | -70 | 19 | 0.85 | 25
COc1ccc(CNS(=O)(=O)c2ccc3c(c2)NC(=O)CS3)cc1 | 0 | 12 | 0 | -1 | -3 | 11 | 9 | 1 | 10
COc1ccc(Nc2ncnc3c2cnn3-c2ccccc2)cc1OC | 1 | 24 | 1 | -9 | -3 | 6 | 3 | 0.99 | -19
COc1ccc2[nH]c3c(c2c1)CCN1C(=O)N([C@@H](C)C(=O)NCc2ccc(C)cc2)C(=O)[C@]31C | -2 | 12 | 15 | -9 | -4 | 3 | -7 | 0.85 | 3
CC(=O)c1sc(NC(=O)CCOc2ccccc2)nc1C | 2 | 16 | -3 | -3 | 1 | -17 | 7 | 1 | 25
O=c1ccnc(Nc2ccc3c(c2)OCCO3)[nH]1 | -4 | 4 | 3 | -4 | -2 | -4 | -4 | 0.97 | 16

A draw from above in order of count of non-hydrogen atoms, largest number first:
SMILES | beta cell repl | NALP3 yeast inh | mIAP inh | APOBEC3G inh | A3A deaminase | hIAP block | TIM10 inh | mIAP act | tim10-1 inh
CCCCCCSc1ccc([C@@H]2[C@H]3C(=O)N(C)C(=O)[C@H]3[C@]3(C(=O)OC)CCCCN23)cc1OC | -9 | 10 | 1 | -10 | -5 | 7 | -4 | 0.99 | 18
CC(=O)Nc1cccc(NC(=O)Cc2nc(-c3ccccc3)sc2-c2ccc(C)cc2)c1 | -3 | 18 | 3 | -4 | 1 | 4 | 29 | 0.97 | 26
Cc1cc(C)c(NC(=O)CNC(=O)c2cc([N+](=O)[O-])ccc2N2CCOCC2)c(C)c1 | -1 | 29 | 7 | -11 | -1 | 10 | -5 | 0.93 | -9
Cc1c(NC(=O)CSc2nc3ccccc3n2C)c(=O)n(-c2ccccc2)n1C | 3 | 2 | 8 | 1 | -2 | 14 | -2 | 0.92 | 2
O=C1N=C(N2CCc3ccccc3C2)S/C1=C\c1ccc(O)cc1 | -5 | 16 | 3 | -9 | -4 | 7 | -1 | 0.97 | 14
N#CCCN(C(=O)COc1ccc(Cl)cc1Cl)c1ccccc1 | 0 | -1 | -17 | -3 | -1 | -1 | -12 | 1.2 | -5
O=C(CSc1ccccc1)N/N=C/c1ccccc1O | -4 | 25 | 15 | -6 | -2 | -70 | 19 | 0.85 | 25
Clc1ccc(CCNc2ncnc3nc[nH]c23)cc1 | 0 | 14 | -5 | 26 | 7 | -67 | 6 | 1 | 9

(list continues)
SMILES | beta cell repl | NALP3 yeast inh | mIAP inh | APOBEC3G inh | A3A deaminase | hIAP block | TIM10 inh | mIAP act | tim10-1 inh
Cc1cc2ncn(C3CC(=O)N(Cc4ccccc4)C3=O)c2cc1C (stereo not drawn) | 2 | 13 | 5 | -9 | -1 | 4 | 26 | 0.95 | 31
O=C(Nc1ccc(N2CCOCC2)c(Cl)c1)c1cccc(F)c1 | -2 | 17 | 9 | 2 | 5 | -36 | 9 | 0.91 | 11
COCCNC(=O)CSc1nc(-c2ccccc2)cs1 | -3 | 12 | -4 | -6 | -3 | 3 | -6 | 1 | 11
Cn1c(NCc2ccco2)nc2c1c(=O)n(Cc1ccc(Br)cc1)c(=O)n2C | -4 | 2 | 11 | -7 | -4 | 2 | 22 | 0.89 | 30
CCOC(=O)c1cc(C)sc1NC(=O)c1ccc(Cl)s1 | 3 | 12 | 8 | -5 | -5 | 13 | 19 | 0.92 | 12
Cc1cc(C)n(-c2nnc3n2N=C(c2c[nH]c4ccccc24)CS3)n1 | -3 | -5 | 9 | -6 | -2 | 20 | 0 | 0.91 | -1
CCCCn1cc(SCC(=O)O)c2ccccc21 | 3 | -2 | 2 | -2 | -4 | 16 | 12 | 0.98 | 9
O=C(COC(=O)c1cccs1)NC1CCCC1 | -2 | 8 | -2 | -13 | -4 | 12 | -2 | 1 | -13
CCn1c(C)nc2cc(C(=O)NNC(=O)Nc3cccc(Cl)c3)ccc21 | -3 | 13 | -3 | -7 | -3 | -38 | -9 | 1 | -18
O=C(NCC(c1ccco1)N1CCN(c2ccc(F)cc2)CC1)c1ccc2c(c1)OCO2 (stereo not drawn) | 1 | -7 | -2 | -6 | -1 | -10 | 11 | 1 | 14
CC(=O)c1c(C)[nH]c(C(=O)OCC(=O)N2CC(=O)Nc3ccccc32)c1C | 0 | 16 | 5 | 7 | 2 | -4 | -2 | 0.95 | -4
Cc1ccc2nc(SCC(=O)c3cc(C)n(C)c3C)[nH]c2c1 | -3 | 2 | -3 | -7 | -5 | -7 | 12 | 1 | -18
COc1nc(Nc2ccc([N+](=O)[O-])cc2)nc(NC(C)C)n1 | 0 | -3 | 12 | -1 | -1 | 18 | 30 | 0.89 | 27
CCCN(C(=O)COC(=O)CCOc1ccc(C)cc1)c1c(N)n(Cc2ccccc2)c(=O)[nH]c1=O | 0 | -3 | 9 | -11 | 1 | -10 | -4 | 0.91 | 1
N/C(Cc1ccc(Cl)cc1Cl)=N\OC(=O)c1ccccc1F | -2 | 4 | -1 | -8 | -6 | 4 | 81* | 1 | 63*
CC(c1ccccc1)n1c(CCCO)nc2ccccc21 (stereo not drawn) | 3 | 8 | -8 | -8 | -7 | 17 | -5 | 1.1 | 8
CNS(=O)(=O)c1cn(CC(=O)NCc2ccc(F)cc2)cc1S(=O)(=O)NC | -3 | 6 | 1 | -5 | 0 | 8 | 7 | 0.99 | 16
CCOC(=O)NC(C(Cl)(Cl)Cl)S(=O)(=O)c1ccccc1 (stereo not drawn) | -1 | 18 | 1 | 10 | 1 | 0 | -10 | 0.99 | -12
